BoNT-A LC inh2 = BoNT A light chain protease inhibition; multiplex microsphere protease substrate cleavage, flow cytometry; inhibition, % at 10 µM; hit rate 0.17% among 360,000; AID 588499; also: plate controls were buffer without enzyme for full effect and enzyme alone for no effect
TcdB inh = blocks C. difficile toxin B glycohydrolase activity; P18177; TcdB glycohydrolase enzymatic assay, plate reader; inhibition, % at 9.99 µM; hit rate 0.24% among 350,000; AID 652162; in the data active = inhibition above about 10%
PfHsp40 rescue = compounds rescuing yeast from Plasmodium falciparum HSP40 toxicity; S. cerevisiae expressing PfHsp40, growth rescue, ATP luminescence; growth rescue, % at 12.5 µM; hit rate 0.68% among 340,000; in the data active = growth rescue above about 28%, passing the limit was not always enough;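 also: yeast W303a lacking pdr1 and pdr3 grown in galactose medium; growth measured after three days at 30 °C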
3CLpro inhibitor = SARS-CoV 3CLpro protease inhibition | inhibition, % at 6 µM | hit rate 0.14% among 290,000 | recombinant SARS-CoV 3CLpro, quenched FRET peptide cleavage | P0C6X7; in the data active = inhibition above about 12%
DUSP3 inh = DUSP3 (human) phosphatase inhibition; inhibition, % at 13.3 µM; P51452; hit rate 0.52% among 290,000; AID 1654; recombinant VHR phosphatase, pNPP absorbance; in the data active = inhibition above about 50%; also: some compounds called inactive have numbers as strong as hits
Target sequence (P51452 whole entry, looked up): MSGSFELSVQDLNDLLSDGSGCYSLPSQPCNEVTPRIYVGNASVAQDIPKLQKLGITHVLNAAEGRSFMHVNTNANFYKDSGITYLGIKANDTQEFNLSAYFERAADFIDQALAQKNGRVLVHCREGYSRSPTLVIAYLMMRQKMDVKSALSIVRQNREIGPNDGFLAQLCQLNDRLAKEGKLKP
Yp Topo-I inh = blocks Yersinia pestis topoisomerase I activity | Y. pestis Topo-I cleavage product accumulation, plate reader | activity, % at 10 µM | hit rate 0.064% among 360,000; in the data active = activity above about 50%, passing the limit was not always enough; also: inactives centre near 2
Anthrax LF inh2 = blocks Bacillus anthracis lethal factor protease; inhibition, % at 10 µM; hit rate 0.12% among 360,000; multiplex microsphere protease cleavage assay, LF; also: plate controls were buffer without enzyme for full effect and enzyme alone for no effect
Target sequence (P15917 whole entry, looked up): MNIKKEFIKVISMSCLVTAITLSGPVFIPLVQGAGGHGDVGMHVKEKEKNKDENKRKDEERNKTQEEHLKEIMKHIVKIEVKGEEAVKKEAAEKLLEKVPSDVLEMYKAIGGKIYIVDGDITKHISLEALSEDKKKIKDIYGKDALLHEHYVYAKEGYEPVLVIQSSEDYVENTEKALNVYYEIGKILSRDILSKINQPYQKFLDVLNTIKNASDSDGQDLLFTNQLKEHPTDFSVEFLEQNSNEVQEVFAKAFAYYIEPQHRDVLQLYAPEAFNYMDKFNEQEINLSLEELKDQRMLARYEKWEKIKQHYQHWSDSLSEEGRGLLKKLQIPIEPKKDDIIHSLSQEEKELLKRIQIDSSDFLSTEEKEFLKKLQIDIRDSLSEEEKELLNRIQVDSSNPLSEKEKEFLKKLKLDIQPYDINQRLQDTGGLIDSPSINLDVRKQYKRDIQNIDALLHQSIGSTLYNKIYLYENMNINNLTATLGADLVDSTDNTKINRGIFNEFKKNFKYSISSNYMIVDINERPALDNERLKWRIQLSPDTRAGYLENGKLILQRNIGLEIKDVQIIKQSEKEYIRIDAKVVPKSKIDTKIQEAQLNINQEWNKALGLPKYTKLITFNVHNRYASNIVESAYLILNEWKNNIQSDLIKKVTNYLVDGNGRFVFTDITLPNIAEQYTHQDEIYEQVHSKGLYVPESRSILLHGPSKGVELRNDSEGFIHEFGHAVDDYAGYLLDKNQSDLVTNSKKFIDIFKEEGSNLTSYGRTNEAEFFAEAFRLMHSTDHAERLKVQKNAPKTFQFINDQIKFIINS
SSB-PriA inh = inhibitors of Klebsiella pneumoniae PriA binding to SSB C-terminal tail. AlphaScreen SSBct-PriA binding, biotinylated peptide. hit rate 0.6% among 430,000. inhibition, % at 33 µM; in the data active = inhibition mostly above about 37%, no sharp cut-off; inactive = mostly below about 20%;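 also: plate controls were negative control peptide for no effect and reference peptide for full effect; strong numbers were not always called active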
Vc quorum ag = inducers of Vibrio cholerae quorum light production without autoinducers | V. cholerae BH1578 lux reporter, luminescence, 6 h | activation, % at 18.7 µM | hit rate 0.16% among 350,000 | AID 588436; in the data active = activation mostly above about 9.7%, no sharp cut-off; also: not every result past the cut was called active; inactives centre near 0; reference of the scale not given here
CCHF vOTU inh = blocks the CCHF virus ovarian tumor domain protease; CCHFV vOTU protease, Pep-AMC fluorescence; inhibition, % at 11.5 µM; hit rate 0.55% among 370,000; AID 651958; in the data active = inhibition above about 30%; also: 0% = vehicle wells with enzyme and 100% = no enzyme wells
* marks the source's active call; other numbers are inactive results; i = inactive; / = not tested or not shown. Rule as the data show it, unless noted: active = inhibition above about 30%; inconclusive = no clear call, values can overlap the other calls; inactive = below that. The list is partial. The share of hits here may be higher or lower than overall.

structure	DUSP3 inh	BoNT-A LC inh2	Vc quorum ag	TcdB inh	Anthrax LF inh2	Yp Topo-I inh	3CLpro inhibitor	SSB-PriA inh	PfHsp40 rescue	CCHF vOTU inh
CCc1ccccc1NC(=O)N[C@H](C(=O)O)C(C)C	4	-0.1	i	/	-1	1	6	-10	-0.5	7
CCOC(=O)C1=C(c2ccccc2)N=c2s/c(=C\c3cccc(O)c3)c(=O)n2C1c1cccs1 (configuration not stated)	-1	7.4	i	/	11	2	-2	/	2.7	22
COc1ccc(-c2noc(-c3ccccc3C(=O)Nc3cccnc3)n2)cc1	11	-0.9	i	/	-4	5	0	7	0.5	1
O=C(c1cnsn1)N1CCC(CO)(Cc2ccc(Cl)cc2)CC1	8	-1.2	-0.2	1.8	-5	14	-1	-7	-0.2	8
Cc1cc(C)c(-n2c(SCCS(=O)(=O)c3ccc(F)cc3)n[nH]c2=O)c(C)c1	13	-0.5	-0.3	1.5	-4	14	-4	-1	-0.5	13
CCc1ccc(N2CC(O)(c3cccs3)[N+]3=C2SCCC3)cc1 (configuration not stated)	10	0.9	i	0.1	-5	8	-6	0	0.1	1
COC(=O)C1=C(C)N(Cc2ccccc2)C(=NCCN2CCOCC2)N[C@H]1CCc1ccccc1	/	0.6	-1.4	0.2	-4	4	/	5	-1.2	-17
O=C(c1ccco1)N1CCN(C(c2ccccn2)c2nnnn2C2CCCC2)CC1 (configuration not stated)	0	-0.5	i	/	1	2	-2	-15	-0.6	-8
Cn1cccc1C(=O)OCc1cc(-c2ccco2)on1	/	-2.5	31*	-2.7	-1	-2	/	-7	0.8	4
CCS(=O)(=O)NCC(c1ccco1)N1CCN(c2ccccc2F)CC1 (configuration not stated)	-8	-0.1	i	/	0	-1	2	-10	-1.9	-10
CCCC(=O)Nc1cccc(C(=O)Nc2nccs2)c1	19	-0.9	-0.3	/	-4	-3	0	1	1.0	-7
O=C(CCNS(=O)(=O)c1ccccc1)NCCCSc1ccccc1	24	-0.5	-0.4	0.1	0	10	-4	-8	1.4	23
c1csc(-c2nc3nc4ccccc4nc3n2Cc2ccc3c(c2)OCO3)c1	1	51*	i	/	34*	34	9	-25	-0.1	5
Cc1c(CCC(=O)N2CCC[C@H]2C(=O)O)c(=O)oc2cc3oc4c(c3cc12)CCCC4	8	-0.1	0.6	/	6	17	5	-6	0.1	/
COc1ccc(Nc2nc(-c3cccnc3)nc3ccccc23)cn1	15	-0.9	0.4	0.8	-2	5	-3	5	0.6	-3
COc1ccc(-n2nnnc2SCC(=O)N(C)C2CCS(=O)(=O)C2)cc1 (configuration not stated)	/	-0.1	/	1.2	-6	-1	/	1	-0.7	0
Brc1c(CSc2nc3ccccc3s2)nc2ncccn12	34	0.4	-0.9	/	2	17	-2	-19	-1.0	-14
COC(=O)Cc1c(O)ccn(CCc2ccccc2)c1=O	17	-0.8	-0.6	0.0	-4	5	-1	8	-0.9	7
NC(=O)c1c(-c2ccccc2)oc2ccc(O)cc12	-5	0.3	i	/	-1	-4	1	-6	-0.2	-5
COc1cccc2cc(C(C)=O)c(=O)oc12	-2	-0.8	i	/	1	5	2	-4	-0.1	8
CCCC(=O)c1ccc(N2CCN(C(=O)c3cccs3)CC2)c(F)c1	-20	-2.8	-0.5	-0.6	-1	30	2	-18	1.3	9
Cc1ccccc1-c1cc(C(=O)O)nn1CC1CC(c2cccc([N+](=O)[O-])c2)=NO1 (configuration not stated)	/	0.2	i	-0.8	-3	-12	/	3	0.3	21
O=C(/C=C/c1ccc(F)cc1)NC(=S)NNC(=O)[C@H]1C[C@@H]1c1ccccc1	-6	-1.3	-5.6	-0.3	-4	5	7	-6	0.4	-6
Cn1cc(-c2ccccc2)cc(C#N)c1=O	6	0.7	i	-4.6	-9	7	-5	0	-0.6	-86
COCCN(C(=O)COC(=O)Cc1c(C)nc2ccccc2c1C)c1c(N)n(CC(C)C)c(=O)[nH]c1=O	/	2.4	i	-1.9	7	1	/	-7	0.6	4
Cc1ccccc1-n1cnnc1SCC(=O)Nc1cccnc1Cl	20	-0.4	i	2.2	-2	-4	1	1	-1.3	1
COc1ccccc1OC(=O)Cc1cccc2ccccc12	-9	1.9	i	/	11	6	-2	-34	-1.7	/
COc1ccc2c(c1)CCN1C2CCN2C(=O)CCC21 (configuration not stated)	9	-0.8	i	0.3	7	5	0	-18	-1.5	-7
COc1ccc(Cl)cc1C(=O)NCc1cn(C)nc1C	23	-0.1	-1.4	/	-6	2	-8	-12	2.0	2
CCn1cc(C(=O)Nc2ccc(NC(=O)c3ccco3)cc2)c(=O)c2ccc(C)nc21	2	-0.2	-1.7	0.4	-7	2	3	1	-0.7	0
COc1ccc(C(C)=O)cc1COc1ccc(Cl)c(C)c1	22	-0.1	-0.5	0.6	3	-4	0	-10	0.7	-3
COc1ccc(C)cc1Nc1ncnc2c1nnn2Cc1ccccc1Cl	/	-0.1	-0.8	-0.9	-6	-6	/	/	/	-5
COc1ccc(CCN(C)C2CCCN(C(=O)Cn3cccn3)C2)cc1OC (configuration not stated)	12	-1.0	-2.6	1.7	-1	-1	0	-14	-0.8	5
COc1ccccc1S(=O)(=O)Cc1ccc(C(=O)N2CCN(c3ccccn3)CC2)o1	36	-0.2	-0.2	/	-5	10	-3	-10	0.2	/
Clc1ccc(-c2nc3cc(CN4CCCCC4)ccc3o2)cc1	-2	0.7	-0.4	-0.7	11	8	2	-11	0.0	-8
O=C(Cn1c(NCCCl)nc2ccccc21)c1ccc(Br)cc1	/	/	-0.8	1.2	/	-8	/	4	3.6	8
Cc1nc2c(-c3ccc(F)cc3)cnn2c(N)c1-c1ccccc1	/	-1.5	-0.4	-1.2	-4	-20	-8	-48	5.2	-4
O=C1C=CC(=O)N1c1cccc(-c2ccccc2)c1	-19	-1.6	-0.5	-0.2	1	-6	0	-5	-0.8	3
O=C(NC1CCCCCC1)c1cc2c(=O)n3ccccc3nc2s1	26	1.7	-0.2	0.9	3	3	-3	0	-0.1	-144
Clc1nccc(N2CCN(c3ccccc3Cl)CC2)n1	/	0.8	0.8	1.2	2	15	/	-18	/	-9
O=C(Nc1cccc(F)c1)/C(=C\c1cccnc1)NC(=O)c1ccco1	11	-0.2	0.7	0.3	0	5	-3	1	0.2	2
Cc1c(NC(=O)C(C)OC(=O)c2ccc([N+](=O)[O-])cc2Cl)c(=O)n(-c2ccccc2)n1C (configuration not stated)	/	1.6	1.2	1.6	-2	3	/	3	-0.6	2
O=C(NCC(NS(=O)(=O)OCC(Cl)(Cl)Cl)c1ccccc1)C(F)(F)F (configuration not stated)	-7	-0.1	i	1.8	-1	-3	1	1	1.3	7
COC(=O)c1cc(OC)c(OC)cc1NC(=O)CCCCCN1C(=O)CCC1=O	13	0.3	-0.3	/	1	1	6	-5	1.3	8
CC(C)CC(c1nnnn1C(C)(C)C)N1CCN(C2CCCC2)CC1 (configuration not stated)	18	0.3	i	/	6	-5	-2	2	0.5	12
COc1ccc(N(CC(=O)NC2CC3CCC2C3)S(=O)(=O)c2ccc(C)cc2)cc1 (configuration not stated)	0	1.0	-0.4	1.8	2	11	4	0	-0.8	20
O=C(c1ccc(-c2ccccc2)cc1)N1CCN(c2ncccn2)CC1	10	-2.6	/	/	1	2	6	-12	-1.0	21
CSc1ccc(CC(=O)N2CCC(n3nccc3NC(=O)C3CC3)CC2)cc1	19	1.5	i	3.1	-5	4	-3	-10	-1.7	-3
CCc1nc2cccnc2n1-c1ccc(CC(=O)NCCOC)cc1	27	-2.0	i	-0.5	0	4	0	-8	-0.3	-13
CCCCn1c(O)c(C(C)=NCCCN(C)C)c(=O)[nH]c1=O	9	3.6	i	0.9	-2	4	6	-3	-0.6	-2

Other structures follow.
structure	DUSP3 inh	BoNT-A LC inh2	Vc quorum ag	TcdB inh	Anthrax LF inh2	Yp Topo-I inh	3CLpro inhibitor	SSB-PriA inh	PfHsp40 rescue	CCHF vOTU inh
COc1ccc(C(C)=O)cc1COc1nc(C)nc2ccccc12	29	-1.2	1.1	0.1	-6	2	1	-5	-1.3	-16
CCOC(=O)c1c(NC(=O)CCS(=O)(=O)c2ccccc2)sc2c1CCN(C)C2	0	-1.8	i	1.5	-4	0	4	-3	-0.4	-9
CCCc1ccc(C(C)NC(=O)c2cnccn2)cc1 (configuration not stated)	-17	0.0	i	/	-2	0	-4	2	-0.7	3
O=c1c2ccccc2nc(-c2ccco2)n1-c1ccccc1	-5	0.9	/	/	-4	0	-2	5	0.3	7
O=C(CSc1nnc(-c2cccs2)n1Cc1ccccc1)NCc1ccc2c(c1)OCO2	10	-0.8	-12	/	-2	34	2	-11	0.3	4
O=C(/C=C/c1ccccc1[N+](=O)[O-])Nc1cc(S(=O)(=O)N2CCOCC2)ccc1N1CCOCC1	/	-0.1	-0.3	1.2	-1	9	/	7	-0.3	1
CC1CCN(S(=O)(=O)c2ccc(NC(=O)C3CC3)cc2)CC1	28	1.5	-0.2	1.5	-11	0	1	-10	-1.7	7
CCOC(=O)CC1c2nc3ccccc3cc2CN1C(=O)OCC (configuration not stated)	/	0.3	-5.3	0.1	1	-5	/	/	/	4
Brc1ccc(C2N3CCCN23)cc1 (configuration not stated)	-4	-0.1	-0.1	1.6	0	0	-2	-6	0.1	0
Cn1c(=O)oc2cc(S(=O)(=O)N3CCCC3)ccc21	-21	0.5	0.0	0.1	3	-6	-3	-12	0.1	3
O=C(O)Cn1ncn(-c2ccc(OC(F)(F)F)cc2)c1=O	11	-1.5	i	-0.7	-4	15	3	-10	1.6	3
Brc1ccc(-c2nnc(-c3ccccc3)c(N3CCSCC3)n2)cc1	10	7.3	i	/	7	-7	-3	2	0.4	0
O=S(=O)(Nc1nc(CN2CCOCC2)nc2sc3c(c12)CCCC3)c1cc(F)ccc1F	6	0.2	-0.4	/	-5	8	-1	-14	-1.8	19
CCCOC(=O)c1ccc(NC(=O)C(CC)CC)cc1	2	-0.2	-1.8	/	2	0	0	-6	-1.1	-7
CCOC(=O)NC(=O)C(=CNc1ccccc1C)C(=O)NC(=O)OCC	-11	0.4	i	0.2	-1	-6	-4	-1	0.0	8
Cc1cc(C)c(S(=O)(=O)Nc2cccc(S(=O)(=O)N3CCOCC3)c2)c(C)c1	-28	0.5	i	-2.6	-3	-1	1	-6	-0.8	7
Cc1ccc(S(=O)(=O)N2CCN(C(=O)/C=C/c3ccccc3)CC2)cc1C	/	-1.8	-0.3	1.8	-1	6	/	-8	-0.7	0
COc1cc(/C=C/C(=O)OCC(=O)NC(=O)NC(C)(C)C)ccc1O	17	0.5	-0.4	16*	-1	-8	4	-1	0.2	7
Cc1nc2cc3ccccc3cc2s1	/	0.2	0.8	-1.1	-3	-3	/	-1	0.5	-4
CC(NC(=O)CC(O)(C(F)(F)F)C(F)(F)F)c1ccccc1 (configuration not stated)	-11	-0.1	7.1	0.9	-1	3	1	-4	0.5	-12
Cc1ccc(NC(=O)Cn2nnc(C(=O)NCc3cccs3)c2N)cc1F	10	0.4	-0.3	0.6	-1	3	5	-3	-0.7	14

Compound profiles (already shown).
`Cn1c(=O)oc2cc(S(=O)(=O)N3CCCC3)ccc21` is listed as DUSP3 inh = -21; BoNT-A LC inh2 = 0.5; Vc quorum ag = 0.0; TcdB inh = 0.1; Anthrax LF inh2 = 3; Yp Topo-I inh = -6; 3CLpro inhibitor = -3; SSB-PriA inh = -12; PfHsp40 rescue = 0.1; CCHF vOTU inh = 3
`Cc1ccc(S(=O)(=O)N2CCN(C(=O)/C=C/c3ccccc3)CC2)cc1C` is listed as DUSP3 inh = /; BoNT-A LC inh2 = -1.8; Vc quorum ag = -0.3; TcdB inh = 1.8; Anthrax LF inh2 = -1; Yp Topo-I inh = 6; 3CLpro inhibitor = /; SSB-PriA inh = -8; PfHsp40 rescue = -0.7; CCHF vOTU inh = 0
